pAkt inh: Akt phosphorylation inhibition; AID 651550; activity change, % for hits at 50 µM; Neuro2A IGF-stimulated pAkt S473 HTRF, 20 min; hits give low values; 0.32% of 360,000 active; in the data active means activity change below about -80%; inconclusive means mostly about -51% to -80%; further: on the % scale 0 is the no-effect control and ±100 the full control effect
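Single-point screen (50 µM final compound) in Neuro2A cells stimulated 20 min with 6 nM IGF at 37 deg C. After lysis, Ser473-phosphorylated Akt read by HTRF (ex 330 nm, em 615/665 nm) as the 665/615 ratio.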
CCT chaperon mod: modulators of cytosolic chaperonin (CCT/TRiC) activity. purified chaperonin ATPase assay, HTRF ADP detection, 30 min. activity change, % (concentration not given with the values), hits read low. 0.3% of 360,000 active. AID 651819; in the data active means activity change below about -30%; further: on the % scale 0 is the no-effect control and ±100 the full control effect
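Nucleotide hydrolysis assay: TRiC at 20–40 nM final (set by batch activity) with 10 uM ATP, 30 min at 37 °C, in presence of 76 uM compound. Detection by competitive ADP HTRF, 30 min ambient.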
ATXN viability: cell viability loss in ATXN counter-screen; S2 cells (HEK-293 line with an ATXN2-luciferase reporter) viability, CellTiter-Fluor protease fluorescence, 24 h; Potency, µM (doses to about 56.7 µM), usual class: cytotoxic; 0.49% of 400,000 active; AID 651635; further: potency means the concentration at half of the fitted maximal effect; nearly all actives have a fitted effect of over 40% in size
TGFb inhibitor: blocks TGF-b signaling. HepG2 CAGA-GFP TGF-b/SMAD3 reporter, GFP fluorescence, 18 h; TGF-beta stimulated, 500 pg/mL final. Potency, µM (titrated, usually from 46.1 µM), without a hit: top-dose activity, negative = inhibition, usual class: inhibitors. 1.2% of 410,000 active; further: potency means the concentration at half of the fitted maximal effect; on the % scale 0 is the no-effect control and ±100 the full control effect; nearly all actives have a fitted effect of over 65% in size
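Per well, imaged GFP fluorescence of HEPG2 CAGA-GFP cells gives the signal; cells get compound, then TGF-beta (500 pg/mL final), 18 h at 37 degrees C; %Activity versus -TGF-beta and +DMSO controls.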
MmCpn inh: inhibitors of Methanococcus maripaludis chaperonin (MmCpn); purified Mm-Cpn ATPase, ADP Transcreener TR-FRET; Potency, µM (titrated, usually from 76.9 µM), for inactives: at the highest dose activity, negative = inhibition, hits mostly inhibitors; 0.031% of 330,000 active; AID 504842; further: potency means the concentration at half of the fitted maximal effect; on the % scale 0 is the no-effect control and ±100 the full control effect; nearly all actives have a fitted effect of over 80% in size
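ATPase read-out: TR-FRET ADP immunoassay (anti-ADP Eu cryptate vs ADP-d2), ex 320 nm, em 590/665 nm; signal drops as ADP forms. Enzyme 25 nM, ATP 10 uM, 30 min at 37°C after 10 min compound preincubation.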
A549 tox: counter-screen for Nrf2 inhibitors: cytotoxicity in A549 cells | A549 ARE-Fluc cells, CellTiter-Fluor viability, 18-24 h | Potency, µM (doses to about 46 µM), for inactives: at the top dose activity change, negative = cytotoxicity, actives largely listed as inhibitors | 0.16% of 390,000 active | AID 504648; further: potency means the concentration at half of the fitted maximal effect; on the % scale 0 is the no-effect control and ±100 the full control effect
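Cytotoxicity counterscreen: CellTiter-Fluor fluorescence was measured in A549 ARE_Fluc cells after 18-24 h of compound exposure in a concentration series. The subsequent BugLite luminescent read reports ARE-luciferase activity.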
HepG2 tox: kills HepG2 cells in TGF-b inhibitor counter-screen; HepG2 CAGA-GFP viability, ATP luminescence, 18 h; Potency, µM (titrated, usually from 46.1 µM), for inactives: at the highest dose activity change, negative = cytotoxicity, hits mostly cytotoxic; 0.76% of 410,000 active; AID 588856; further: potency means the concentration at half of the fitted maximal effect; some results filed as inactive show a strong effect at the top dose
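CellTiter-Glo luminescence gave cytotoxicity after 18 hours at 37 degrees C. The cells were HepG2 CAGA-GFP in 1% FBS DMEM, stimulated with 500 pg/mL TGF-beta after compound addition. %Activity was normalised to no-cell wells (complete cell-killing) and DMSO (no toxicity), and curves were fitted and classified.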
Nrf2 activator: activators of Nrf2 (ARE) signaling. AREc32 ARE-luciferase reporter (MCF7-derived line), luminescence, 24 h. Potency, µM (doses to about 46.1 µM), inactives show top-dose activation, actives largely listed as activators. 0.31% of 410,000 active; further: potency means the concentration at half of the fitted maximal effect; % of control where 0% means no effect; nearly all actives have a fitted effect of over 65% in size
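For detection, Steady-Glo was added and plates sat 30 min at RT; before that, AREc32_Fluc cells grown overnight in OPTI-MEM/5% FBS had been treated with 23 nL compound for 24 hr at 37 deg C.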
Nrf2 block: Nrf2 pathway inhibition; A549 ARE-Fluc reporter, luciferase luminescence, 18-24 h; Potency, µM (top dose mostly 46 µM), for inactives: top-dose activity change, negative = inhibition, hits mostly inhibitors; 2.1% of 360,000 active; further: potency means the concentration at half of the fitted maximal effect; on the % scale 0 is the no-effect control and ±100 the full control effect; nearly all actives have a fitted effect of over 60% in size
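Reporter: ARE-Fluc in A549. Exposure: 18-24 h, 37 °C, 5% CO2, 5% FBS OPTI-MEM. Readouts: fluorescent cytotoxicity (CellTiter-Fluor), then luminescent Nrf2 signal after BugLite.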
An asterisk follows results filed as active; i = inactive; u = inconclusive; x = not tested or not shown; & = joins results of further samples. Unless noted, the call rests on the fitted dose curve; in most records, active means well fitted curve in the direction sought with a large enough effect; inconclusive means small, poorly fitted or top-dose-only effect, or another doubt; inactive means no such curve, though single readings can be large; an effect the other way counts as inactive or inconclusive.

SMILES	pAkt inh	CCT chaperon mod	ATXN viability	TGFb inhibitor	MmCpn inh	A549 tox	HepG2 tox	Nrf2 activator	Nrf2 block
CCCC[C@H]1COCCS(=O)(=O)N1Cc1ccc(F)cc1	i	-1.3	i	0%&10%	2%	11%	-3%&27%	0.1%	13%
Nc1nc2c(s1)CCc1ccccc1-2	i	-0.7	i	-10%	-1%	4%	-9%	3.5%	9%
CC(=O)Nc1nc2c(s1)CCc1ccccc1-2	i	1.1	u	-5%	-2%	-1%	1%	u	-5%
CCc1cc(Cl)c(OC)c(C(=O)NC[C@@H]2CCCN2CC)c1O	i	0.0&-1.4	u	7%&15%	x	-17%&-2%	-35%&-30%	0.4%&0.4%	-11%&1%
COc1ccc(N2CCN(S(=O)(=O)c3cc(C)ccc3OC)CC2)cc1	i	-2.6	u	7%	-1%	-3%	-1%	-0.1%	-1%
Cc1oc(-c2ccccc2)nc1CNS(=O)(=O)c1ccc(Cl)cc1	x	x	i	-17%	x	-1%	-8%	0.6%	x
Cc1cc(C)nc(N/N=C/C(Cl)=C/c2ccccc2)n1	i	-1.5	u	1%	-2%	-5%	-28%	4.4%	0%
CCOc1cc(C(=O)Nc2cccnc2)cc(OCC)c1OCC	i	0.1	i	2%	-5%	1%	-1%	5.4%	6%
Cc1cccc(OCCn2c(CCCO)nc3ccccc32)c1	i	-1.1	u	-5%	-7%	-3%	-11%	-0.6%	2%
COc1cc(NC(=O)c2ccc(Br)cc2)c(OC)cc1NC(=O)c1ccccc1	i	-3.9	u	-2%	-1%	0%	5%	5.3%	1%
N#CC1=C(N)Oc2cc(N)ccc2C1c1ccccc1F (stereo unspecified)	i	0.7	x	u	1%	-18%	0%	0.2%	-19%
O=C(c1ccc(Cl)cc1)C1CCCN(C(=O)c2csnn2)C1 (stereo unspecified)	i	-1.1	i	5%	3%	-1%	-7%	5.3%	4%
CCC(C)c1ccccc1NC(=O)C(C)OC(=O)c1ccco1 (stereo unspecified)	i	-3.9	u	0%	-3%	0%	8%	-0.6%	8%
CCOc1ccccc1NC(=O)COC(=O)CN(C)S(=O)(=O)c1ccc(C)cc1	i	-0.6	i	8%	-1%	-3%	-3%	-0.3%	21%
COc1ccc(OCC(=O)NNC(=O)C2CCCO2)cc1 (stereo unspecified)	i	-0.3	i	3%	1%	-2%	-8%	-1.7%	-15%
CCOC(=O)C1=CCN(S(=O)(=O)c2ccccc2C)C1c1cccc(C)c1 (stereo unspecified)	i	0.7	u	u	x	x	-23%	1.4%	x
COc1ccccc1NC(=O)CNC(=O)c1ccc(Br)o1	i	-4.6	i	2%	-4%	8%	0%	0.6%	-20%
CCOc1ccc(C(=O)NCC(=O)OCc2csc(-c3ccccc3)n2)cc1	i	-0.6	i	-3%	-15%	6%	7%	0.2%	1%
CCC[C@@H](CN1CCC[C@H]1CN1C(N)=NC[C@H]1CC(C)C)N1C[C@@H](Cc2ccccc2)N(CCc2ccc(Cl)c(Cl)c2)C1=N	i	-2.1	i	5%	0%	7%	-27%	2.5%	6%
Cc1nnc(SCC(=O)NCc2ccc3c(c2)OCO3)[nH]c1=O	i	0.4	i	1%	0%	8%	-16%	0.3%	-10%
c1ccc(OCCN2CCNCC2)cc1	i	0.5	i	-3%	x	16%	16%	0.1%	6%
CCCCCNC(=O)c1ccc(NC(=O)CC2SC(N3CCCC3)=NC2=O)cc1 (stereo unspecified)	i	-0.9	i	-4%	x	x	-11%	-1.2%	x
CN1CCN(C(=O)/C(=C\c2cccc([N+](=O)[O-])c2)NC(=O)c2cccs2)CC1	i	-3.0	i	-1%	-1%	-3%	15%	-0.8%	-8%
CCCOc1ccc(C2=NC(c3ccncc3)=Nc3ccc(C)cc3N2)cc1	x	x	i	-1%	x	0%	-2%	-0.2%	-10%
Cc1cc(NC(=O)CN(c2cccc(C)c2C)S(=O)(=O)c2ccccc2)ccc1Br	x	x	i	u	x	0%	-43%	0.6%	u
Cc1ccc(-c2nn(-c3ccccc3)cc2/C=N/NS(=O)(=O)c2ccccc2)cc1	i	0.3	i	u	-15%	-8%	-29%	4.1%	-12%
CC(C)c1ccc(NC(=O)COc2ccccc2)cc1	i	-0.5	i	-39%	0%	1%	0%	3.0%	u
N#Cc1c(NC(=O)CSc2ncn(-c3ccccc3)n2)sc2c1CCCC2	i	0.8	i	19%	0%	-4%	-12%	-0.7%	-8%
Cc1c(NC(=O)c2cc(-n3cnnc3)ccc2Cl)cccc1-c1nc2ccccc2o1	i	0.9	i	u	-2%	0%	-25%	3.1%	4%
O=C(NCCOc1nc(N2CCCCC2)nc(N2CCCCC2)n1)Nc1ccccc1	i	-1.5	u	-5%	0%	u	-17%	0.1%	u

(cont.)
SMILES,pAkt inh,CCT chaperon mod,ATXN viability,TGFb inhibitor,MmCpn inh,A549 tox,HepG2 tox,Nrf2 activator,Nrf2 block
CCc1ccccc1NC(=O)CN(C)C(=O)Cn1ncc(Cl)c(Cl)c1=O,i,2.2,x,0%,-2%,-19%,-35%,u,u
COc1cccc(-c2nc3c(c(C)nn3-c3ccccc3)c3cc(OC)c(OC)cc23)c1,x,x,i,u,x,2%,-12%,0.0%,6%
Cn1cnnc1Sc1ccc(C(=O)OCC(=O)NC2CC2)cc1[N+](=O)[O-],i,1.5,i,-1%,-2%,8%,0%,0.8%,17%
CCCC(=O)Nc1c(C)n[nH]c1C,i,-0.6,i,-16%,0%,-3%,-27%,0.1%,3%
COCCNC(=O)c1cccc(OC2CCN(Cc3ccc(C(C)C)cc3)CC2)c1,i,-1.0,i,-21%,1%,-2%,-44%,0.4%,u
O=C(CN1CCCCCC1)Nc1ccccc1F,i,14,i,-6%,-5%,5%,-8%,0.2%,5%
O=C(Nc1ccc2[nH]c(=S)sc2c1)c1ccccc1,i,-2.5,i,-7%,-5%,0%,-5%,0.8%,u
O=C(c1ccco1)N1CCN(C(=S)Nc2cccc([N+](=O)[O-])c2)CC1,i,0.3,i,-25%,-2%,0%,8%,0.4%,u
COC(=O)c1nc2n(n1)C(c1cccc(Cl)c1)C1=C(CCCC1=O)N2 (stereo unspecified),i,-3.4,i,-24%,-1%,2%,-20%,0.4%,7%
CCOC(=O)c1c(C)[nH]c(CCC(=O)NCCCN2CCN(c3ccc(F)cc3)CC2)c1C,x,x,x,-22%,x,-1%,-31%,6.2%,x
CCc1nc(Sc2nc(C)cc(C)n2)c2oc3ccccc3c2n1,i,-16,i,u,-1%,-4%,-4%,u,u
O=C(CC(c1cccs1)N1Cc2ccccc2C1=O)Nc1ccc(F)cc1F (stereo unspecified),x,x,i,-4%,x,4%,-16%,2.8%,8%
Cc1nc(N2CCCC2)c2ccsc2n1,i,0.0,i,-1%,1%,9%,0%,0.7%,-16%
Cc1cc2c(cc1C)C(=O)NC(C)(C)C2,i,-2.6,i,-15%,x,0%,0%,0.0%,7.3µM*
Cc1cccc(C2CC3(CC(C)(C)NC(=S)N3)Oc3cc(O)ccc32)c1 (stereo unspecified),i,1.4,i,-17%,-21%,18%,-13%,1.6%,32%

An excerpt of these results, as labelled records:
structure: O=C(c1ccco1)N1CCN(C(=S)Nc2cccc([N+](=O)[O-])c2)CC1
  pAkt inh = i | CCT chaperon mod = 0.3 | ATXN viability = i | TGFb inhibitor = -25% | MmCpn inh = -2% | A549 tox = 0% | HepG2 tox = 8% | Nrf2 activator = 0.4% | Nrf2 block = u
structure: COC(=O)c1nc2n(n1)C(c1cccc(Cl)c1)C1=C(CCCC1=O)N2 (stereo unspecified)
  pAkt inh = i | CCT chaperon mod = -3.4 | ATXN viability = i | TGFb inhibitor = -24% | MmCpn inh = -1% | A549 tox = 2% | HepG2 tox = -20% | Nrf2 activator = 0.4% | Nrf2 block = 7%

Looked up by compound from above:
SMILES,pAkt inh,CCT chaperon mod,ATXN viability,TGFb inhibitor,MmCpn inh,A549 tox,HepG2 tox,Nrf2 activator,Nrf2 block
Cn1cnnc1Sc1ccc(C(=O)OCC(=O)NC2CC2)cc1[N+](=O)[O-],i,1.5,i,-1%,-2%,8%,0%,0.8%,17%
Cc1nnc(SCC(=O)NCc2ccc3c(c2)OCO3)[nH]c1=O,i,0.4,i,1%,0%,8%,-16%,0.3%,-10%
CCOC(=O)c1c(C)[nH]c(CCC(=O)NCCCN2CCN(c3ccc(F)cc3)CC2)c1C,x,x,x,-22%,x,-1%,-31%,6.2%,x
CCC(C)c1ccccc1NC(=O)C(C)OC(=O)c1ccco1 (stereo unspecified),i,-3.9,u,0%,-3%,0%,8%,-0.6%,8%
COCCNC(=O)c1cccc(OC2CCN(Cc3ccc(C(C)C)cc3)CC2)c1,i,-1.0,i,-21%,1%,-2%,-44%,0.4%,u
Cc1nc(N2CCCC2)c2ccsc2n1,i,0.0,i,-1%,1%,9%,0%,0.7%,-16%

Screening data (PubChem)
